SIAH1 antagonists – Siah-1 peptide-binding antagonists, primary screen, biochemical, fluorescence polarization, rhodamine-plectin, uHTS (AID 1817); Siah-1 / rhodamine-plectin peptide fluorescence polarization; higher % means a stronger effect; displacement, % at 20 µM; hits with a dose series show IC50 in µM; actives 0.02% (n = 290,000);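 active = displacement of at least 50% at 20 µM, with a fluorescence ratio check between 0.3 and a set limit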;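 note: plate controls were Siah plus tracer with DMSO for no effect and tracer alone without Siah for full effect; strong numbers were not always called active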
West Nile virus CPE – West Nile virus antiviral activity, cell-based, CPE readout (AID 1621) | West Nile virus-infected cells, CPE inhibition; higher % means a stronger effect | CPE inhibition, % at 10 µM, or IC50 in µM where a hit was titrated | actives 0.02% (n = 290,000); in the data active = a potency from the dose series; note: strong numbers were not always called active
ER stress rescue – protection against thapsigargin-triggered cell killing – 384-well, CSM14.1, ATP luminescence, primary screen (AID 1222); CSM14.1 thapsigargin-induced death rescue, ATP luminescence; higher % means a stronger effect; cellular ATP content (survival), % at 20 µM, or EC50 in µM where a hit was titrated; 190,000 tested, under 10 active;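 active = EC50 below 50 µM in the dose-response confirmation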;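 note: death triggered by thapsigargin at about 15 µM added after 2 h compound pretreatment; cell ATP read after overnight thapsigargin exposure of roughly 18 to 22 hours; normalized against plate controls of thapsigargin alone and 5% DMSO vehicle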
human PMI inhibitors – human PMI inhibitors, high substrate, primary screen, biochemical, fluorescence intensity, high mannose 6-phosphate (AID 1220). recombinant PMI enzyme, coupled fluorescence intensity; higher % means a stronger effect. one-dose inhibition, % at 20 µM; IC50 in µM for titrated hits. actives 0.66% (n = 190,000); in the data active = inhibition above about 50%
PhoP inhibition – inhibitors of PhoP regulon expression, primary screen, Salmonella Typhimurium, GFP reporter (AID 1863); inhibition, % at 50 µM, or IC50 in µM where a hit was titrated; S. Typhimurium PhoP-regulated promoter GFP reporter, 4 h; higher % means a stronger effect; actives 0.16% (n = 300,000);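 active = inhibition over 29.93%, a cutoff 3 SD above the screen mean, later confirmed by dose response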;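 note: 0% = low Mg2+ inducing control and 100% = high Mg2+ repressing control; strong numbers were not always called active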
Yfh1-depleted yeast – enhancers of respiration in Yfh1-depleted yeast, dose response, Friedreich's ataxia, plus single-dose screen (AID 1465) | S. cerevisiae Yfh1-off respiration, WST-1 reduction, 72 h; higher fold induction means a stronger effect | one-dose fold induction at 50 µM; EC50 in µM for titrated hits | actives 0.074% (n = 220,000);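 active = fold induction of absorbance versus untreated yeast above a set limit, then at least 30% activation at any dose in follow-up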;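 note: activators that raise dye reduction in frataxin-depleted yeast; strong numbers were not always called active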
P. falciparum M1AAP – malaria alanyl aminopeptidase activity blockers – biochemical, fluorogenic H-Leu-NHMec substrate, 1536-well (AID 1445); recombinant M1AAP, H-Leu-NHMec fluorogenic kinetic assay; higher % means a stronger effect; inhibition, % at 30 µM, or IC50 in µM where a hit was titrated; actives 0.42% (n = 220,000);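 active = primary inhibition above the hit cutoff, then over 50% inhibition at one or more dose response concentrations, cut at about 23% in these data, passing the limit was not always enough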;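 note: plate controls were DMSO full reaction for no effect and no enzyme background for full effect; strong numbers were not always called active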
XIAP displacement – XIAP antagonists, biochemical, IAP family, fluorescence polarization (AID 1018); XIAP BIR domain, fluorescence polarization peptide displacement; higher % means a stronger effect; one-dose displacement, % at 20 µM; IC50 in µM for titrated hits; actives 0.007% (n = 200,000); in the data active = displacement above about 50%; note: a part of the inactive calls stands beside numbers as strong as those of hits
M17LAP inhibition – P. falciparum M17LAP inhibitors, primary screen, biochemical, fluorogenic H-Leu-NHMec substrate, 1536-well (AID 1619) | recombinant M17LAP, H-Leu-NHMec fluorogenic kinetic assay; higher % means a stronger effect | inhibition, % at 30 µM; hits with a dose series show IC50 in µM | actives 0.38% (n = 220,000);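 active = compound inhibiting the enzyme by more than half at any dose during confirmatory dose-response retesting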;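 note: plate controls were full reaction with DMSO carrier for no effect and no enzyme background for full effect; strong numbers were not always called active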
Active calls of the source: *; i = inactive; · = not tested or not shown.

SMILES	SIAH1 antagonists	West Nile virus CPE	ER stress rescue	human PMI inhibitors	PhoP inhibition	Yfh1-depleted yeast	P. falciparum M1AAP	XIAP displacement	M17LAP inhibition
O=C(COC(=O)c1ccc(Cl)c([N+](=O)[O-])c1)Nc1ccccc1OC(F)F	-2.3%	-0.2%	-0.8%	-1.6%	4.9%	i	3.5%	-13.7%	-8.7%
Cc1cc(C)cc(NC(=S)NCc2ccc(F)cc2)c1	4.3%	-1.2%	-3.9%	5.4%	1.2%	i	12.1%	0.9%	1.5%
Cc1ccc2c(c1)N(CC(=O)N1CCCc3ccccc31)C(=O)C(C)O2 (stereo unspecified)	-1.3%	-0.2%	0.4%	27.6%	14.5%	i	-4.6%	0.4%	3.9%
CCCOC(=O)c1ccc(NS(=O)(=O)c2cccs2)cc1	-0.9%	0.6%	-0.2%	5.1%	8.2%	i	0.4%	-3.0%	5.8%
O=C(NCc1ccccn1)c1cc(-c2ccccc2Cl)nc2ccccc12	-4.8%	-0.4%	-2.5%	7.0%	-1.5%	i	1.2%	-9.0%	-10.4%
c1ccc2oc(-c3ccc4nc[nH]c4c3)nc2c1	3.5%	1.4%	-4.2%	3.3%	-2.6%	i	1.5%	-0.2%	18.8%
CN(C)C=Nc1nonc1-c1ccccc1	13.8%	-0.1%	·	·	0.5%	i	1.6%	·	19.1%
COc1ccc2[nH]c(C)c(CCNC(=S)Nc3cccc(C)c3)c2c1	-3.0%	·	-3.0%	2.1%	8.9%	·	4.3%	-5.5%	-7.4%
NC(=O)c1sc2nc(-c3ccccc3)c3c(c2c1N)CCCC3	-3.1%	1.0%	1.2%	-81.8%	10.8%	i	2.1%	0.7%	-5.8%
C/C(CC(=O)Nc1cccc(Cl)c1Cl)=N\NC(=O)c1ccccc1N	5.7%	-0.1%	1.6%	3.3%	-2.4%	i	7.7%	12.8%	-37.8%
CN1CCN(C(=O)CSc2nc(-c3cccs3)ccc2C#N)CC1	1.3%	-0.1%	-1.0%	-4.7%	7.5%	i	13.3%	-9.3%	-82.3%
Cc1ccc(SCC(=O)OCn2nnc3ccccc3c2=O)cc1C	0.7%	0.1%	16.2%	9.2%	5.9%	i	1.7%	-9.1%	-7.4%
CCCCOP(=O)(OCCCC)C(O)c1ccc(N(C)C)cc1 (stereo unspecified)	8.1%	-0.1%	·	·	-5.9%	i	2.5%	·	6.5%
CC(C)C(OC(=O)c1cc2occc2n1C)C(=O)NCc1ccc2c(c1)OCO2 (stereo unspecified)	-0.3%	-0.5%	-5.8%	-6.5%	-5.4%	i	11.4%	-6.0%	6.5%
CC1CN(C(=O)N2c3ccccc3Sc3ccccc32)C(C)CC1=O (stereo unspecified)	-0.3%	-1.7%	0.0%	11.3%	7.7%	i	-4.1%	-14.5%	1.1%
Cc1[nH]c2ccc(S(N)(=O)=O)cc2c1C	-0.2%	0.0%	-2.6%	5.5%	-9.3%	i	3.0%	-8.1%	-4.3%
O=C(CSc1ccc(-c2nc3ccccc3[nH]2)cn1)Nc1ccc2c(c1)OCCO2	0.3%	-0.5%	-3.5%	1.9%	14.2%	i	2.8%	-3.2%	4.0%
Cc1ccnc(NC(=O)C2CCN(S(=O)(=O)c3cccc4nsnc34)CC2)c1	3.9%	·	-3.8%	6.9%	4.0%	·	5.6%	-0.1%	6.3%
COCCCNC(=O)CSC1=Nc2ccccc2C2=NC(Cc3c[nH]c4ccccc34)C(=O)N12 (stereo unspecified)	3.6%	·	-0.1%	17.1%	4.7%	·	9.9%	-4.4%	14.9%
COc1ccccc1N1CCN(C(=O)c2ccc3[nH]c4c(c3c2)CC(C)CC4)CC1 (stereo unspecified)	-4.0%	-1.5%	0.1%	0.8%	6.0%	i	6.8%	-2.1%	8.8%
COc1cc(N/C=C2\CC(=O)NC(C)=C2C#N)cc(OC)c1OC	78.5%	·	·	70.9%*	5.8%	i	4.2%	-11.5%	4.4%
COc1ccc(CNC(=O)CCc2nc3cc(S(=O)(=O)N(C)C)ccc3n2C)cc1OC	3.5%	-0.5%	-0.7%	4.2%	-7.3%	i	-3.9%	-6.7%	0.1%
CC(=O)Nc1cccc(N(C)C)c1	-0.2%	0.4%	2.2%	35.3%	-2.5%	i	2.6%	-1.7%	-9.4%
COc1ccccc1CN1CCCC(C(=O)N2CCCCC2)C1 (stereo unspecified)	4.8%	-0.6%	·	·	-5.8%	i	-2.0%	·	-13.0%
COc1ccc(S(=O)(=O)Nc2cc(C(C)C)c(O)cc2C)cc1	-2.0%	-0.4%	-2.5%	8.2%	8.5%	i	-2.4%	-8.6%	9.9%

Full records, looked up by structure.
`CN(C)C=Nc1nonc1-c1ccccc1` across the screens: SIAH1 antagonists = 13.8%; West Nile virus CPE = -0.1%; ER stress rescue = ·; human PMI inhibitors = ·; PhoP inhibition = 0.5%; Yfh1-depleted yeast = i; P. falciparum M1AAP = 1.6%; XIAP displacement = ·; M17LAP inhibition = 19.1%
`COc1ccccc1CN1CCCC(C(=O)N2CCCCC2)C1` (stereo unspecified) across the screens: SIAH1 antagonists = 4.8%; West Nile virus CPE = -0.6%; ER stress rescue = ·; human PMI inhibitors = ·; PhoP inhibition = -5.8%; Yfh1-depleted yeast = i; P. falciparum M1AAP = -2.0%; XIAP displacement = ·; M17LAP inhibition = -13.0%

More entries:
SMILES	SIAH1 antagonists	West Nile virus CPE	ER stress rescue	human PMI inhibitors	PhoP inhibition	Yfh1-depleted yeast	P. falciparum M1AAP	XIAP displacement	M17LAP inhibition
Cc1cccc(NC(=S)/N=C(\N)Nc2nc(C)c3ccccc3n2)c1	-6.2%	-1.6%	-2.6%	2.9%	21.9%	i	16.1%	-1.3%	3.1%
Cc1ccc(CN2CCN(Cc3ccc4c(c3)OCCO4)CC2CCO)cc1 (stereo unspecified)	-6.8%	-0.3%	-1.8%	12.6%	-4.5%	i	9.4%	-5.6%	-5.3%
O=C(c1ccccc1C(F)(F)F)N1CCN(S(=O)(=O)c2ccccc2)CC1	1.3%	0.1%	-0.8%	-2.8%	6.5%	i	4.0%	-0.9%	-4.9%
O=C(CSc1nnc2ccccn12)Nc1cccc(-c2nc3ccccc3s2)c1	16.3%	-0.5%	1.7%	-2.9%	-19.2%	i	5.8%	-3.3%	-2.2%
CN1CCC(OC(c2ccccc2)c2ccccc2)CC1	-2.7%	-0.5%	-4.5%	-17.2%	0.3%	i	3.1%	-5.9%	-16.3%
CN(C)c1ccc(/C=N/OC(=O)Nc2ccccc2Cl)cc1	9.8%	-0.1%	-0.4%	9.6%	6.6%	i	4.7%	6.3%	11.3%
O=C(COC(=O)c1ccco1)Nc1ccc2c(c1)OCCO2	-0.6%	0.2%	-2.6%	8.0%	0.8%	i	1.4%	-6.5%	11.9%
CCOC(=O)c1sc2nc(CSc3ccccc3)nc(NCCN(C)C)c2c1C	-4.0%	0.1%	-4.1%	-5.2%	1.3%	i	-0.1%	-6.0%	2.2%
COc1cc(NC(=S)Nc2ccc3c(c2)OCCO3)cc(OC)c1OC	4.2%	0.3%	·	·	-0.8%	i	1.6%	·	8.2%
COc1c(C)cc(S(=O)(=O)N2CCOCC2)c(C)c1C	-2.7%	0.3%	-0.7%	1.9%	5.3%	i	1.0%	-2.0%	-8.1%
COc1ccc(C2CC(c3ccc(F)cc3)n3nc(NS(C)(=O)=O)nc3N2)cc1 (stereo unspecified)	3.4%	0.5%	·	·	-11.0%	i	2.8%	·	-1.2%
COc1ccc(/C=C2/C(=O)OCc3cc(OC)c(OC)cc32)cc1	-4.5%	-1.0%	-4.0%	7.4%	-3.3%	i	13.0%	-3.1%	15.7%
CCOC(=O)C1=C(Nc2ccc(Br)cc2)CC(C)(O)C(C(=O)OCC)C1c1ccccc1 (stereo unspecified)	-2.4%	0.1%	0.3%	7.8%	-3.1%	i	1.1%	-17.0%	2.3%
O=c1c2cc(-c3ccccc3)sc2nc2n1CCC2	0.7%	-1.2%	-1.4%	5.3%	-2.7%	i	-5.9%	-13.0%	7.6%
O=C(Nc1ccccn1)c1cc2ccccc2o1	2.1%	-0.7%	-5.2%	-5.2%	-2.7%	i	2.5%	-4.1%	5.8%
Cc1cccc(C)c1NC(=O)C[n+]1cc(-c2ccccc2)n2c1CCC2	0.5%	0.4%	·	·	-4.0%	i	0.8%	·	2.3%
COc1cc(/C=C(/C#N)C(=O)Nc2ccc(Cl)cc2)ccc1Oc1nc(Cl)ncc1F	-0.5%	0.2%	·	·	-5.4%	i	13.2%	·	6.7%
Cc1cc(C)cc(N(CC(=O)NC2CCCC2)S(=O)(=O)c2c(C)[nH]c(=O)[nH]c2=O)c1	1.5%	0.0%	·	·	1.0%	i	1.1%	·	9.7%
Cc1nnc(NC(=O)CSc2ncnc3c2cnn3-c2ccccc2C)s1	2.1%	-0.1%	4.1%	-8.7%	-6.1%	i	-0.4%	-5.8%	-2.3%
COCCn1c(-c2ccccc2)nc2c(c(=O)c3ccccc3n2C)c1=O	-3.4%	-1.3%	-2.9%	6.1%	-2.6%	i	6.5%	-1.2%	14.9%
Cc1nn2c(C)c(C(=O)Nc3ccccc3)cnc2c1-c1ccccc1	11.7%	-0.5%	·	·	-6.9%	i	-4.6%	·	1.2%
CC(C)(C)C(=O)Nc1sc2c(c1C#N)CCC2	1.1%	-0.8%	-1.2%	-9.0%	10.5%	i	0.4%	-0.7%	16.7%
O=C(Nc1ccccc1)Nc1cccc2cccnc12	0.2%	-0.5%	-0.1%	14.0%	2.7%	i	-0.2%	-2.0%	-3.6%
CC(C)c1nc(SCC(=O)Nc2ccc(N3CCOCC3)cc2)c2ccccc2n1	8.8%	-0.6%	9.9%	-7.4%	2.3%	i	0.1%	-3.8%	-3.9%
COC(=O)CCC(=O)N1CCCC(CO)(Cc2ccccc2)C1 (stereo unspecified)	4.9%	0.8%	1.1%	·	-2.6%	i	2.4%	-6.8%	-4.9%

The results go on:
SMILES	SIAH1 antagonists	West Nile virus CPE	ER stress rescue	human PMI inhibitors	PhoP inhibition	Yfh1-depleted yeast	P. falciparum M1AAP	XIAP displacement	M17LAP inhibition
O=C(/C=C/c1ccc(N2CCC(c3ccccc3)=N2)cc1)c1ccccc1	27.4%	-1.5%	-0.1%	-21.1%	-13.4%	i	5.6%	-5.9%	-4.5%
COc1ccccc1/C=N\Nc1cn[nH]c(=O)c1Cl	-3.1%	0.1%	-0.3%	1.2%	4.5%	i	3.4%	-5.0%	0.3%
CC1CCC/C(=N\NC(=O)c2ccncc2)C1 (stereo unspecified)	8.4%	0.7%	0.2%	-5.5%	-17.7%	i	10.3%	-2.9%	41.9%
COc1ccccc1-c1ccc(/C=N/O)o1	77.0%	0.0%	·	·	-4.3%	i	4.3%	·	-6.1%
Nc1c(-c2cccc(Cl)c2)cnn1-c1cccc([N+](=O)[O-])c1	-0.1%	-0.2%	-1.7%	14.1%	-5.9%	i	3.4%	-8.8%	7.8%
CCOC(=O)c1sc2nc(C)nc(Nc3ccc(OC)c(OC)c3)c2c1C	7.8%	-0.1%	-1.1%	8.9%	-2.4%	i	10.7%	-7.3%	0.7%
CCCCC(=O)Nc1ccc(C(N)=O)cc1	-1.4%	0.0%	-2.9%	6.9%	6.1%	i	0.2%	-0.9%	2.9%

Source: PubChem BioAssay
